Source: PubChem BioAssay
TbMetRS inhib = Trypanosoma brucei MetRS inhibition. purified T. brucei MetRS, ATP depletion, Kinase-Glo luminescence. inhibition, % at 11.9 µM. 360,000 tested, 0.4% active. AID 624268;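 active = inhibition above a per-plate cutoff of the control wells' mean inhibition plus 3 SD, cut at about 5.5% in these data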;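 also: 0% = DMSO wells median and 100% = median of wells with control inhibitor compound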
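Test system: purified T. brucei MetRS enzyme. Also added: ATP, methionine and E. coli bulk tRNA substrates. Compound: 11.9 µM single point. Schedule: 15 min enzyme-compound preincubation, 2 h reaction, 10 min detection, 25 °C. Signal: luciferase luminescence of residual ATP, Kinase-Glo. Evaluation: percent inhibition versus plate control medians. Controls: DMSO wells, low control.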
NadD block = blocks S. aureus nicotinate mononucleotide adenylyltransferase | purified NadD enzyme, colorimetric absorbance read-out | inhibition, % at 20 µM | 360,000 tested, 0.78% active | AID 602399; in the data active = inhibition above about 26%; also: some compounds past the cut are filed as inactive
LMPTP block = blocks human LMPTP phosphatase. P24666. recombinant LMPTP-A, OMFP fluorogenic substrate, fluorescence intensity. inhibition, % at 20 µM. 360,000 tested, 0.22% active;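 active = compounds that cut the enzyme signal by at least half of the control window in the single-dose screen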;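 also: plate controls were DMSO wells with enzyme plus substrate for no effect and substrate without enzyme for full effect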
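Buffer or medium: Bis-Tris pH 6.0, DTT, detergent; Assay system: LMPTP-A enzyme; Quantity: 0.625 nM enzyme; Detection: endpoint fluorescence intensity; Times: 50 min dark incubation at room temperature; Controls: substrate-only low control, DMSO enzyme-plus-substrate high control; Doses: single 20 µM dose; Read-out: percent inhibition versus substrate-only and uninhibited controls; Reagent: 400 µM OMFP.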
DNMT1 block = inhibitors of human DNMT1. AID 588458. inhibition (reported as % activation of signal), % at 10 µM. 360,000 tested, 0.83% active. P26358. DNMT1 molecular beacon, Hinp1I cleavage, fluorescence; in the data active = inhibition above about 50%
Scp1 inh = inhibitors of human Scp-1 phosphatase; Q9GZU7; Recombinant Scp1, phosphopeptide, malachite green phosphate absorbance; inhibition, % at 20 µM; 340,000 tested, 0.88% active;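 active = inhibition above about 50% at 20 µM, limit read from the data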;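 also: plate controls were DMSO wells with enzyme for no effect and wells lacking enzyme for full effect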
Target sequence (Q9GZU7 76-261 limits assumed): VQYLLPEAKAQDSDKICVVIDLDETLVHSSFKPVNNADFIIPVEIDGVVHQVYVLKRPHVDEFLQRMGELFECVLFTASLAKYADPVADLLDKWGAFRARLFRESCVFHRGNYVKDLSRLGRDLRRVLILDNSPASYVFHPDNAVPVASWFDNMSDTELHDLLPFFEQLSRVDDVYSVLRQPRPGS
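assay system = SCP-1 phosphatase catalytic domain, residues 76-261 | buffer or medium = 50 mM Tris acetate pH 5.5, 0.005% Tween-20, 10 mM MgCl2 | incubation = enzyme reaction 45 min at room temperature, colour 5 min, stabilisation 30 min | signal = Phosphate-binding colour reagent, absorbance read at 630 nm | measure = % inhibition at 20 µM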
SKN-1 block = inhibitors of C. elegans SKN-1 | C. elegans VP596 Pgst-4::GFP/RFP ratio, acrylamide-induced, 24 h | inhibition, % at 21.8 µM | 360,000 tested, 0.49% active | AID 624304;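 active = interference check ratio from 0.5 to 1.5 plus GFP to RFP signal ratio inhibition reaching or exceeding a fixed threshold, cut at about 30% in these data, passing the limit was not always enough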; also: some compounds called inactive have numbers as strong as hits
SUMO1 PPI mod = modulators of human SUMO1-mediated protein-protein interactions | AID 602429 | inhibition, % at 20 µM | P63165 | 360,000 tested, 0.33% active | SUMO1 binding to a labelled peptide, TR-FRET, 1 h; in the data active = inhibition above about 37%
Target sequence (P63165 whole entry, looked up): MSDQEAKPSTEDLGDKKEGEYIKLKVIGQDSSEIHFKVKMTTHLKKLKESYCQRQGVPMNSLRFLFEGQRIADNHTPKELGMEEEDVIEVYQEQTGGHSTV
NRP1-CendR mod = NRP-1/CendR interaction modulation | FAM-RPARPAR peptide binding to NRP-1, fluorescence polarization | 360,000 tested, 0.85% active | AID 602438 | inhibition, % at 25 µM | O14786;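 active = inhibition or corrected inhibition above about 18%, plus a signal ratio from 0.5 to 1.5, limit read from the data, passing the limit was not always enough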; also: strong numbers were not always called active
Neddylation inh = inhibitors of human cullin neddylation | P61081+Q13564 | TR-FRET cullin neddylation, biochemical | calls only at 25 µM | 360,000 tested, 0.58% active | AID 651699; in the data active = inhibition above about 36%
Target sequence (P61081 whole entry, looked up): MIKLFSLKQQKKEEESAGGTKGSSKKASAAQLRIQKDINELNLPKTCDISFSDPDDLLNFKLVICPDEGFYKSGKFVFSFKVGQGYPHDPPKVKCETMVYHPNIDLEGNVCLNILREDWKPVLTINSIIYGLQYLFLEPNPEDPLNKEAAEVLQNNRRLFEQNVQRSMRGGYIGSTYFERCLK
Target sequence (Q13564 whole entry, looked up): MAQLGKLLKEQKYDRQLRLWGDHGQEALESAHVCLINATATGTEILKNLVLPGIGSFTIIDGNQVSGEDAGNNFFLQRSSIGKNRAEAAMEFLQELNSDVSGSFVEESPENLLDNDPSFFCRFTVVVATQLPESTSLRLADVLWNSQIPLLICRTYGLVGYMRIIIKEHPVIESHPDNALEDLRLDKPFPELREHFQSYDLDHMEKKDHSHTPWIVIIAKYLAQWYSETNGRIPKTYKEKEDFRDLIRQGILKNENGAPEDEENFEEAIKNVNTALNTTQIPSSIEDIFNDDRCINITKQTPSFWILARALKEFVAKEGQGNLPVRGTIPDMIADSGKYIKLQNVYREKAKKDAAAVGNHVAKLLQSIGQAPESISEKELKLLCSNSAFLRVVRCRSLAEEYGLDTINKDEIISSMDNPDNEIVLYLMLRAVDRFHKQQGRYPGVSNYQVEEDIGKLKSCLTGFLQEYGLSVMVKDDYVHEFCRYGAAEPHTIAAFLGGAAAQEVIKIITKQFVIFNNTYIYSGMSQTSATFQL
STEP block = blocks human striatal-enriched tyrosine phosphatase. 360,000 tested, 0.25% active. recombinant STEP, OMFP fluorogenic substrate, fluorescence. AID 588621. inhibition, % at 20 µM;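 active = inhibition at 20 µM, scaled per plate between control wells, above about 37%, limit read from the data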;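 also: 0% = DMSO with enzyme and substrate and 100% = substrate only without enzyme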
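System: STEP (striatal-enriched tyrosine phosphatase) enzyme, cell-free; medium: Bis-Tris pH 6.0 buffer with DTT, detergent; dosing: 20 µM, 1% DMSO; times: reaction 20 min, ambient temperature; detection: fluorescence, 480/540 nm; read-out basis: normalized % inhibition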
* = called active by the depositor.

How did CCOc1ccccc1N(CC(=O)Nc1cccnc1)S(=O)(=O)c1ccc(C)cc1 do in these assays?
TbMetRS inhib: -0.1; NadD block: -3; LMPTP block: 0.4; DNMT1 block: -2; Scp1 inh: 0; SKN-1 block: 4; SUMO1 PPI mod: 2; NRP1-CendR mod: 10; Neddylation inh: inactive; STEP block: 1

What do the screens show for `O=C(Nc1cc([N+](=O)[O-])ccc1N1CCCC1)c1ccco1`?
TbMetRS inhib: -0.9; NadD block: -6; LMPTP block: 0.1; DNMT1 block: -1; Scp1 inh: -5; SKN-1 block: 7; SUMO1 PPI mod: -28; NRP1-CendR mod: -4; Neddylation inh: inactive; STEP block: 1

Results for Cc1ccnc(NC(=O)c2ccc(COc3ccc(Cl)cc3)o2)c1 ?
TbMetRS inhib: -0.3; NadD block: 14; LMPTP block: 1.5; DNMT1 block: -3; Scp1 inh: 5; SKN-1 block: 12; SUMO1 PPI mod: -4; NRP1-CendR mod: 7; Neddylation inh: inactive; STEP block: 0

What do the screens show for `Cc1cccc(C)c1CC(=O)N1CCOCC1`?
TbMetRS inhib: -0.2; NadD block: 0; LMPTP block: -1.1; DNMT1 block: -4; Scp1 inh: -5; SKN-1 block: -3; SUMO1 PPI mod: 1; NRP1-CendR mod: 14; Neddylation inh: inactive; STEP block: -4

What do the screens show for `Cc1oc(-c2ccccc2F)nc1CN1CCC(C(=O)NC2CCCc3ccccc32)CC1` (centres undefined)?
TbMetRS inhib: -0.5; NadD block: 0; LMPTP block: -0.9; DNMT1 block: -2; Scp1 inh: -1; SKN-1 block: -2; SUMO1 PPI mod: 4; NRP1-CendR mod: -3; Neddylation inh: inactive; STEP block: 0

What do the screens show for `O=C1OCCN1CCN(CN1C(=O)CCC1=O)CN1C(=O)CCC1=O`?
TbMetRS inhib: -0.7; NadD block: -1; LMPTP block: 0.2; DNMT1 block: 3; Scp1 inh: 4; SKN-1 block: -12; SUMO1 PPI mod: -4; NRP1-CendR mod: -3; Neddylation inh: inactive; STEP block: 0

How did CCOc1ccccc1N1CCN(C(=O)Nc2ccc(F)c(Cl)c2)CC1 do in these assays?
TbMetRS inhib: -0.3; NadD block: 3; LMPTP block: -0.6; DNMT1 block: -2; Scp1 inh: 0; SKN-1 block: 4; SUMO1 PPI mod: 3; NRP1-CendR mod: 3; Neddylation inh: inactive; STEP block: -4

What do the screens show for `COc1ccc(NS(=O)(=O)c2cccc(C(=O)NNC(=O)COc3ccccc3)c2)cc1`?
TbMetRS inhib: -0.6; NadD block: -6; LMPTP block: 0.3; DNMT1 block: 4; Scp1 inh: -1; SKN-1 block: 10; SUMO1 PPI mod: 2; NRP1-CendR mod: 4; Neddylation inh: inactive; STEP block: -3

Results for CCOc1ccc(CCNC(=O)COC(=O)c2cccc(OC)c2O)cc1OCC ?
TbMetRS inhib: -0.4; NadD block: 0; LMPTP block: -0.8; DNMT1 block: 0; Scp1 inh: -3; SKN-1 block: -7; SUMO1 PPI mod: -4; NRP1-CendR mod: 3; Neddylation inh: inactive; STEP block: -2

What do the screens show for `COc1cccc(/C=C/C(=O)OCC(=O)NCc2ccc3c(c2)OCO3)c1`?
TbMetRS inhib: -0.4; NadD block: -13; LMPTP block: 0.7; DNMT1 block: -2; Scp1 inh: -9; SKN-1 block: 4; SUMO1 PPI mod: -7; NRP1-CendR mod: -3; Neddylation inh: inactive; STEP block: 0

What do the screens show for `COc1ccccc1OCCNC(=O)CSC(=S)N1CCCC1`?
TbMetRS inhib: -0.5; NadD block: -3; LMPTP block: -1.0; DNMT1 block: 0; Scp1 inh: -5; SKN-1 block: 0; SUMO1 PPI mod: 1; NRP1-CendR mod: -6; Neddylation inh: inactive; STEP block: 1

How did O=C(O)CCC(=O)N1CC=C(c2ccccc2)CC1 do in these assays?
TbMetRS inhib: -0.2; NadD block: -4; LMPTP block: -0.3; DNMT1 block: -2; Scp1 inh: -1; SKN-1 block: -1; SUMO1 PPI mod: -9; NRP1-CendR mod: -8; Neddylation inh: inactive; STEP block: -2

How did CC(=O)N1N=C(c2cccs2)CC1c1cc2cc(C)ccc2nc1Cl (centres undefined) do in these assays?
TbMetRS inhib: 0.3; NadD block: -6; LMPTP block: 0.8; DNMT1 block: -1; Scp1 inh: -8; SKN-1 block: 4; SUMO1 PPI mod: -22; NRP1-CendR mod: -2; Neddylation inh: inactive; STEP block: -1

What do the screens show for `Cc1nc(Nc2nc(CSc3nc4ccccc4[nH]3)cc(=O)[nH]2)nc2ccccc12`?
TbMetRS inhib: 0.5; NadD block: 27; LMPTP block: 24; DNMT1 block: -12; Scp1 inh: -5; SKN-1 block: 14; SUMO1 PPI mod: 2; NRP1-CendR mod: -11; Neddylation inh: inactive; STEP block: 2

What do the screens show for `Cc1cc(Cl)c(OCCCCN2CCOCC2)c(Br)c1`?
TbMetRS inhib: -0.3; NadD block: 0; LMPTP block: -1.3; DNMT1 block: 3; Scp1 inh: -24; SKN-1 block: -18; SUMO1 PPI mod: -3; NRP1-CendR mod: 10; Neddylation inh: inactive; STEP block: -2

How did Cc1nc(Nc2ccc(C(=O)O)cc2)nc(Nc2ccc(C(=O)O)cc2)c1[N+](=O)[O-] do in these assays?
TbMetRS inhib: 0.6; NadD block: 2; LMPTP block: 3.5; DNMT1 block: 3; Scp1 inh: -12; SKN-1 block: 2; SUMO1 PPI mod: 18; NRP1-CendR mod: -48; Neddylation inh: inactive; STEP block: 7

How did CCC1=C(OC(=O)N(CC)CC)N2C(=O)OC(=NCCOC)[C@]2(Cc2ccccc2)[C@H]2C1=CC[C@H]1C(=O)N(C)C(=O)[C@H]12 do in these assays?
TbMetRS inhib: -0.3; NadD block: 0; LMPTP block: -0.3; DNMT1 block: -8; Scp1 inh: 0; SKN-1 block: 3; SUMO1 PPI mod: -1; NRP1-CendR mod: 24*; Neddylation inh: inactive; STEP block: -2

What do the screens show for `O=C(NCc1cccc(F)c1)Nc1nnc([C@H]2C[C@H](O)[C@@H](CO)O2)s1`?
TbMetRS inhib: 0.0; NadD block: -2; LMPTP block: -1.5; DNMT1 block: 4; SKN-1 block: 5; SUMO1 PPI mod: 5; NRP1-CendR mod: -4; Neddylation inh: inactive; STEP block: 0

What do the screens show for `COc1ccc(CNC(=S)NCc2ccc(F)cc2)cc1`?
TbMetRS inhib: 0.1; NadD block: 0; LMPTP block: -0.6; DNMT1 block: -1; Scp1 inh: 1; SKN-1 block: 5; SUMO1 PPI mod: -2; NRP1-CendR mod: 13; Neddylation inh: inactive; STEP block: -2

How did CC(Oc1ccc(Br)cc1)C(=O)Nc1cc(S(=O)(=O)N2CCOCC2)ccc1N1CCCC1 (centres undefined) do in these assays?
TbMetRS inhib: -0.3; NadD block: 3; LMPTP block: 0.1; DNMT1 block: -1; Scp1 inh: -6; SKN-1 block: 20; SUMO1 PPI mod: -3; NRP1-CendR mod: 3; Neddylation inh: inactive; STEP block: 3

How did COc1ccc(OC)c(NC(=O)C2CCN(C(=O)c3cccs3)CC2)c1 do in these assays?
TbMetRS inhib: -1.0; NadD block: 1; LMPTP block: -1.2; DNMT1 block: -2; Scp1 inh: -10; SKN-1 block: 6; SUMO1 PPI mod: 0; NRP1-CendR mod: 13; Neddylation inh: inactive; STEP block: 0

What do the screens show for `COc1cc(NS(=O)(=O)c2ccc(NC(=S)NC(=O)c3ccc(F)cc3)cc2)nc(OC)n1`?
TbMetRS inhib: -0.4; NadD block: 1; LMPTP block: -0.2; DNMT1 block: -1; Scp1 inh: -3; SKN-1 block: 9; SUMO1 PPI mod: 8; NRP1-CendR mod: 9; Neddylation inh: inactive; STEP block: 2

What do the screens show for `COc1cccc(CNS(=O)(=O)c2ccc(S(=O)(=O)N3CCCC3)cc2)c1`?
TbMetRS inhib: 0.6; NadD block: -2; LMPTP block: -0.2; DNMT1 block: 0; Scp1 inh: -5; SKN-1 block: 11; SUMO1 PPI mod: 3; NRP1-CendR mod: -5; Neddylation inh: inactive; STEP block: -1

How did CN(Cc1ccccc1)C(=O)CCS(=O)(=O)c1ccc2c(c1)NC(=O)CS2 do in these assays?
TbMetRS inhib: 0.1; NadD block: -7; LMPTP block: -1.1; DNMT1 block: -2; Scp1 inh: -2; SKN-1 block: -6; SUMO1 PPI mod: -1; NRP1-CendR mod: 10; Neddylation inh: inactive; STEP block: -2

What do the screens show for `Cc1cc(C(F)F)nn1CC(=O)N1CCSCC1`?
TbMetRS inhib: 0.2; NadD block: -3; LMPTP block: -1.4; DNMT1 block: 6; Scp1 inh: -4; SKN-1 block: -8; SUMO1 PPI mod: 2; NRP1-CendR mod: -2; Neddylation inh: inactive; STEP block: -2

Results for CC(Sc1nnc(CNC(=O)c2ccco2)n1C)C(=O)Nc1nccs1 (centres undefined) ?
TbMetRS inhib: 0.0; NadD block: 1; LMPTP block: -0.5; DNMT1 block: 0; Scp1 inh: -2; SKN-1 block: -6; SUMO1 PPI mod: 2; NRP1-CendR mod: 0; Neddylation inh: inactive; STEP block: -3

What do the screens show for `O=C(Nc1ccc(F)cc1)C(c1ccccc1)N1CCN(CC(=O)N2CCOCC2)CC1` (centres undefined)?
TbMetRS inhib: -0.4; NadD block: 1; LMPTP block: 0.3; DNMT1 block: 0; Scp1 inh: 3; SKN-1 block: -27; SUMO1 PPI mod: -9; NRP1-CendR mod: 0; Neddylation inh: inactive; STEP block: -3

Results for O=C1CC(C(=O)Nc2cccc(Cl)c2)n2ncnc2N1 (centres undefined) ?
TbMetRS inhib: 0.3; NadD block: -6; LMPTP block: -1.6; DNMT1 block: -3; Scp1 inh: -5; SKN-1 block: -2; SUMO1 PPI mod: 0; NRP1-CendR mod: -15; Neddylation inh: inactive; STEP block: -2

Results for CCOc1ccc(NC(=O)CN(C)C(=O)C2COc3ccccc3O2)cc1OCC (centres undefined) ?
TbMetRS inhib: -0.2; NadD block: -3; LMPTP block: 2.7; DNMT1 block: 15; Scp1 inh: 19; SKN-1 block: 5; SUMO1 PPI mod: 4; NRP1-CendR mod: 7; Neddylation inh: inactive; STEP block: 6

At a glance, some entries already given.
How did CC(Oc1ccc(Br)cc1)C(=O)Nc1cc(S(=O)(=O)N2CCOCC2)ccc1N1CCCC1 (centres undefined) do in these assays?
TbMetRS inhib: -0.3; NadD block: 3; LMPTP block: 0.1; DNMT1 block: -1; Scp1 inh: -6; SKN-1 block: 20; SUMO1 PPI mod: -3; NRP1-CendR mod: 3; Neddylation inh: inactive; STEP block: 3

How did COc1ccc(OC)c(NC(=O)C2CCN(C(=O)c3cccs3)CC2)c1 do in these assays?
TbMetRS inhib: -1.0; NadD block: 1; LMPTP block: -1.2; DNMT1 block: -2; Scp1 inh: -10; SKN-1 block: 6; SUMO1 PPI mod: 0; NRP1-CendR mod: 13; Neddylation inh: inactive; STEP block: 0

An unsorted share of the library; overall some 4.6% were active at least once.
